A-T KAP1 phos: potential ataxia-telangiectasia treatments restoring KAP-1 phosphorylation; Potency, µM (series often up to 57.5 µM), for inactives: top-dose activation, hits mostly activators; AID 485349; […] A-T fibroblasts, KAP-1 phosphorylation AlphaLISA; neocarzinostatin DNA damage 30 min before lysis; 320,000 compounds, 0.19% hits; further: potency means the concentration at half of the fitted maximal effect; % of control where 0% means no effect; nearly all actives have a fitted effect of over 45% in size
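hTERT-immortalized A-T patient fibroblasts ([…]), 500 cells/well in OPTI-MEM, 1% FBS, got compounds for 60 min, then NCS for 30 min at 37C. Lysates were then assayed for phospho-KAP-1 by AlphaLISA (anti-pKAP1 donor, anti-KAP1 acceptor beads), 6 hr at 25C.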
p53 reactivation: mutant p53 re-activation in reporter cells; H1299 p53-A138V BP100-luciferase reporter, luminescence, 24 h; 320,000 compounds, 0.063% hits; Potency, µM (highest dose often 92.2 µM), inactives show at the highest dose activity change, positive = activation, most hits filed as activators; further: potency means the concentration at half of the fitted maximal effect; % of control where 0% means no effect; nearly all actives have a fitted effect of over 45% in size
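H1299 (p53-null), stable ts p53-A138V + BP100-Luc; 1000 cells/well, Opti-MEM/10% FBS; cpd 4 pt, 1:5; 24 h, 37 deg C, 5% CO2; detection reagent 10 min RT; luminescence.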
TRPV1 agonist: activates the human vanilloid receptor TRPV1. TRPV1-expressing cells, Fluo-8 calcium influx, agonist mode. Q8NER1. 320,000 compounds, 0.19% hits. activation, % at 8.33 µM. AID 540275; in the data active means activation above about 80%; inconclusive means between about 30% and that limit; further: 0% is about no effect
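Cells expressing TRPV1 were dye-loaded with Fluo-8 and read kinetically: 10 s baseline, 3 min after compound (agonist portion), then 2 min after EC20 capsaicin (allosteric enhancer portion). Calcium-bound dye fluorescence at 480/520 nm.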
ELG1 DNA repair: inhibitors of ELG1-dependent DNA repair in HEK293T cells; HEK293T ELG1-luciferase reporter, luminescence, 16 h; DNA damage induced by 5-fluorouridine; Potency, µM (series often up to 46.1 µM), for the others: at the highest dose activity change, negative = inhibition, most hits filed as inhibitors; 330,000 compounds, 2.3% hits; further: potency means the concentration at half of the fitted maximal effect; on the % scale 0 is the no-effect control and ±100 the full control effect; nearly all actives have a fitted effect of over 55% in size
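Cells (2,000 per well) received 5-fluorouridine plus test compound or DMSO and were incubated 16 hr at 37 °C, 5% CO2. Luciferase activity was read by luminescence 30 min after ONE-Glo addition; signal suppression marked inhibition of damage-induced ELG1 function.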
B2AR arrestin: recruits beta-arrestin to the human beta2-adrenergic receptor; P07550; beta-arrestin recruitment to beta2AR, cell-based reporter; Potency, µM (doses to about 46.1 µM), inactives show at the highest dose activation, usual class: activators; 330,000 compounds, 0.02% hits; AID 492947;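 further: potency means the concentration at half of the fitted maximal effect; 0% = DMSO controls and full agonism = EC100 isoproterenol or metaproterenol; nearly all actives have a fitted effect of over 65% in size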
TCR activator: activates T cell receptor signaling. primary human leukocytes, anti-CD3, IL-2 HTRF, 48 h. Potency, µM (doses to about 9.22 µM), without a hit: at the highest dose activation of IL-2 secretion, hits mostly activators. 330,000 tested, under 10 active. AID 504894; further: % of control where 0% means no effect
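Primary human leukocytes incubated 48 hr with anti-CD3 beads plus compound, without co-stimulation. Secreted IL-2 measured by HTRF (europium cryptate/d2 anti-IL-2 pair, 320 nm excitation, 665 nm emission).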
a7 integrin act: activates integrin-mediated alleviation for muscular dystrophy; 350,000 compounds, 0.064% hits; Potency, µM (doses to about 38.3 µM), inactives show at the top dose activation, usual class: activators; alpha7betagal myoblasts, beta-gal FDG fluorescence, 48 h;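 further: potency means the concentration at half of the fitted maximal effect; 100% = response of the positive control SU9516; nearly all actives have a fitted effect of over 60% in size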
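Alpha7betagal+/- myoblasts (passage 13) were plated 16-24 hr, then exposed to compounds (1:260 dilution of DMSO stock) for 48 hours at 37C. After MPER lysis, β-galactosidase reporter activity was read as FDG fluorescence (ex 480/em 540) after 30 minutes.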
BRCA1 expr up: BRCA1 expression activation; MCF7-BRCA1-FFLuc reporter, luminescence, 48 h; response scale: scaled: vehicle 0%, 10 µM genistein 100%; Potency, µM (doses to about 46.1 µM), for the others: top-dose activation, usual class: activators; 380,000 compounds, 1.1% hits; AID 624202; further: potency means the concentration at half of the fitted maximal effect; nearly all actives have a fitted effect of over 80% in size; some results filed as inactive show a strong effect at the top dose
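Luminescence from a BRCA1-driven firefly luciferase in MCF7 cells was read after 48 h compound exposure at 37 C. Data normalized against DMSO and a 10microM genistein activation control, then curve-fitted across the titration.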
TSG101-PTAP inh: blocks PTAP/TSG101 interaction to inhibit HIV-1 budding | Q99816 | Fluorescence polarization, FITC-PTAP peptide / Tsg101 binding | Potency, µM (top dose mostly 115 µM), inactives show at the highest dose activity change, negative = inhibition, most hits filed as inhibitors | 340,000 tested, under 10 active | AID 493005; active means well fitted inhibition curve with a large enough effect in the main read-out, with a control signal flat, not every such curve was filed as active; inconclusive means small, poorly fitted or top-dose-only effect, or effect the other way, or a change in a side signal; inactive means no such curve, though single readings can be large or run the other way; further: potency means the concentration at half of the fitted maximal effect; % of control where 0% means no effect
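Fluorescence anisotropy tracks displacement of a FITC-tagged PTAP peptide (50 nM) from the Tsg101 binding domain (10 uM), following a 20 min room-temperature incubation at pH 7.5.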
CXXC DNA block: blocks binding of human MLL CXXC domain to DNA. 290,000 compounds, 0.037% hits. Potency, µM (doses to about 115 µM), without a hit: top-dose activity change, negative = inhibition, actives largely listed as inhibitors. AID 2662. Q03164. MLL-CXXC / FITC-HOXA9 DNA fluorescence polarization; active means well fitted inhibition curve with a large enough effect in the polarisation, with a control signal flat, not every such curve was filed as active; inconclusive means small, poorly fitted or top-dose-only effect, or effect the other way, or a change in a side signal; inactive means no such curve, though single readings can be large or run the other way; the % refers to the polarisation; further: potency means the concentration at half of the fitted maximal effect
Target sequence (Q03164 whole entry, looked up, the tested form may be a part): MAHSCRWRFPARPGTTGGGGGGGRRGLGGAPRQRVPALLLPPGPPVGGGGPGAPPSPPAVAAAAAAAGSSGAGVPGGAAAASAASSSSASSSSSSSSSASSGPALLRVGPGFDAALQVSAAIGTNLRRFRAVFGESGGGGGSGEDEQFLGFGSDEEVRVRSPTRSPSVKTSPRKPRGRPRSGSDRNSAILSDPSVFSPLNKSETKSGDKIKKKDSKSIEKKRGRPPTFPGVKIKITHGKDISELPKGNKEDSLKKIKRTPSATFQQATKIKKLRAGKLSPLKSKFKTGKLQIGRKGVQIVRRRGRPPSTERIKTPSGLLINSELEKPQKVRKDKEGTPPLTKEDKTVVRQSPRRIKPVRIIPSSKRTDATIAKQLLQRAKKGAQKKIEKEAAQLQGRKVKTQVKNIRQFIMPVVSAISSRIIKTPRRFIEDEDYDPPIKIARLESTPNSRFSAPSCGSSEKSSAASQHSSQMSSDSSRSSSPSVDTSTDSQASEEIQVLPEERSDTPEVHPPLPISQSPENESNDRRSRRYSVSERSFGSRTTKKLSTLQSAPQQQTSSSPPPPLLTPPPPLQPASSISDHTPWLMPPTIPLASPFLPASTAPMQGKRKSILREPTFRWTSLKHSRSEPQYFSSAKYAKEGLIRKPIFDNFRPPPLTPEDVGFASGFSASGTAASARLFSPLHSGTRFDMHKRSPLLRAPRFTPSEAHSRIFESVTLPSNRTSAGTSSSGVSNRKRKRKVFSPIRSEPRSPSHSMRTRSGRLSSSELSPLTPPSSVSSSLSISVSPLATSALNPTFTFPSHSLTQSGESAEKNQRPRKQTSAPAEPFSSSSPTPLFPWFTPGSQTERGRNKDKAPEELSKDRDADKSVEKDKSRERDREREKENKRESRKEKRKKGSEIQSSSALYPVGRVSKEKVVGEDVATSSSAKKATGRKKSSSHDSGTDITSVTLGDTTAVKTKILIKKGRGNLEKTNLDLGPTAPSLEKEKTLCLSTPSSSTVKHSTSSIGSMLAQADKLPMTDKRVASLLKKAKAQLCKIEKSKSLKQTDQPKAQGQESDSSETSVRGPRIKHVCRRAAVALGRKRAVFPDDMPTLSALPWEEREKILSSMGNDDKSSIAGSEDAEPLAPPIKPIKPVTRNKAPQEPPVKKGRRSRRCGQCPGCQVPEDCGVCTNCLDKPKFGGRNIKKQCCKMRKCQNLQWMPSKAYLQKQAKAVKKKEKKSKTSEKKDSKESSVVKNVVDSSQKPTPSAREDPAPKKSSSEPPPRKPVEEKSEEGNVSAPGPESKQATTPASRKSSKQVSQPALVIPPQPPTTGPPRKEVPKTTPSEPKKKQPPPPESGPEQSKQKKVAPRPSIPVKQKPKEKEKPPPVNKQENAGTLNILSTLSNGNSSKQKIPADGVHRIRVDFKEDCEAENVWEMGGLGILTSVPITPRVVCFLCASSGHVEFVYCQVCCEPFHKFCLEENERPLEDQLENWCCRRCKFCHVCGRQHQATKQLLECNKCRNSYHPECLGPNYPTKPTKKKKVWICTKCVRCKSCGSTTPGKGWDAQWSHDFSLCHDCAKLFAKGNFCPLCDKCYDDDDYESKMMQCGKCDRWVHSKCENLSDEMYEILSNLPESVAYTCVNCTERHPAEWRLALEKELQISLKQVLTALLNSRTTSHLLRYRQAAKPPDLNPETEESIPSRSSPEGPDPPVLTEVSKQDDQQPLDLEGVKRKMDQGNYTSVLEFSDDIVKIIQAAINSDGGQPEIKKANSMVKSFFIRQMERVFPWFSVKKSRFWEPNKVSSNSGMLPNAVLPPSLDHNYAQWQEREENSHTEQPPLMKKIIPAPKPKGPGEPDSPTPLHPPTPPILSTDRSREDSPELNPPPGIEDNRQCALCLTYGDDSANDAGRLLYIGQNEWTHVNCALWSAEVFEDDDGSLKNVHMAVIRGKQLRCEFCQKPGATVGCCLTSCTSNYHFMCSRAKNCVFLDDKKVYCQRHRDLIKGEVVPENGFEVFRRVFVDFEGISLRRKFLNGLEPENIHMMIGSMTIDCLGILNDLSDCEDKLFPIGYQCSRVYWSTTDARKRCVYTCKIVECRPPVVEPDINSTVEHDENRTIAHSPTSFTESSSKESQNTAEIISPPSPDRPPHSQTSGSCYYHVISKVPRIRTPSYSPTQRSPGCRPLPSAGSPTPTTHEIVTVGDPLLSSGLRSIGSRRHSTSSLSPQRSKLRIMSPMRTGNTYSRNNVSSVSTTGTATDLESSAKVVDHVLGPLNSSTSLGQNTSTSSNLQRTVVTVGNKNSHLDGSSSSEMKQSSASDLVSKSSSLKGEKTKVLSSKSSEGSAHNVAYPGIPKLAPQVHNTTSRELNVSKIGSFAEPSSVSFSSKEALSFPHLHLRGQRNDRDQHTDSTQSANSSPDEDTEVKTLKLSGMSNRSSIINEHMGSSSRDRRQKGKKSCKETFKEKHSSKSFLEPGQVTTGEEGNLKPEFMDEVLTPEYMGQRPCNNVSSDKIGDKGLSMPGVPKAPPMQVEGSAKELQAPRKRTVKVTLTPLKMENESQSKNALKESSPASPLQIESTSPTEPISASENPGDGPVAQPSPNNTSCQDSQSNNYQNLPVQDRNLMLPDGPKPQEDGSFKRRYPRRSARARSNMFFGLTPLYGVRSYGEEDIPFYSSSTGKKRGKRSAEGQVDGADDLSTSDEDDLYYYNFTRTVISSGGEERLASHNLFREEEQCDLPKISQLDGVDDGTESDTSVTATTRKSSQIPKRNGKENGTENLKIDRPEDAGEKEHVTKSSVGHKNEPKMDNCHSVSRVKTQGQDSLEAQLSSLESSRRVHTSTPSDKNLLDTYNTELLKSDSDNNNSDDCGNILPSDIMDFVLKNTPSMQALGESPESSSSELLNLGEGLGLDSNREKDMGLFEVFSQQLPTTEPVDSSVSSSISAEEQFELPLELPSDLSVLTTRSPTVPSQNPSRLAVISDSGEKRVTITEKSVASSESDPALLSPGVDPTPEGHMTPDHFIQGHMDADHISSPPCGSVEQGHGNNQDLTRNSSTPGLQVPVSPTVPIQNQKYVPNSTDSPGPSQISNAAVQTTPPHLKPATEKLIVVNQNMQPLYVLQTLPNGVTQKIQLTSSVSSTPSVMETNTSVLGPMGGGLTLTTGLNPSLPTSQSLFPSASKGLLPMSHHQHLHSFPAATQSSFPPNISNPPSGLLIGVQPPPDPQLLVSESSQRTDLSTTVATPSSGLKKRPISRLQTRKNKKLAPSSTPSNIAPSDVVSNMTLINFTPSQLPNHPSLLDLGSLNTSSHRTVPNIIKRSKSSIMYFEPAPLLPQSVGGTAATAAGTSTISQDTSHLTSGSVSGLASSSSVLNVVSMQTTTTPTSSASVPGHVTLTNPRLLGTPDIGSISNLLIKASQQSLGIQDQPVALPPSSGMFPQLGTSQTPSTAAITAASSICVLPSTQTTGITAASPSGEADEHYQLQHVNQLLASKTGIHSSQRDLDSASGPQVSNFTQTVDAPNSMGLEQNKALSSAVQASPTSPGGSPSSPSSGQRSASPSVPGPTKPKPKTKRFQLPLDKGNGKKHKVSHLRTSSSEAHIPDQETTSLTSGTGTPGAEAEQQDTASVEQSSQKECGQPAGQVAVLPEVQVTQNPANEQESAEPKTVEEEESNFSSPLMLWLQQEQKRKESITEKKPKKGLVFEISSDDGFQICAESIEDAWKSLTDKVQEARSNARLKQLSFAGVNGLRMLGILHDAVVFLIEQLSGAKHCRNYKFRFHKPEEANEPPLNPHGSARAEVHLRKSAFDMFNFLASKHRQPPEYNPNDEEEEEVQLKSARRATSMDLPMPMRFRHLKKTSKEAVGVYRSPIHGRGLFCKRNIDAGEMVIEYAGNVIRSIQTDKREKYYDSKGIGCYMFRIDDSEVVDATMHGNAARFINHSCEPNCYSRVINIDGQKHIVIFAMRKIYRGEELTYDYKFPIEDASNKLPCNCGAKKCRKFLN
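Steps: dispense CXXC domain solution (7 uM) → pin compounds or unlabeled HOX-A9 DNA control → 5 min ambient → add FLSN-HOX-A9 solution (50 nM) → spin → 30 min ambient → fluorescence polarization. Tris pH 7.5/NaCl/DTT/BSA buffer.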
Numbers without * were called inactive; ? = inconclusive; . = not tested or not shown; [ ] = remark or other dose. Unless noted, the call rests on the fitted dose curve; in most records, active means well fitted curve in the direction sought with a large enough effect; inconclusive means small, poorly fitted or top-dose-only effect, or another doubt; inactive means no such curve, though single readings can be large; an effect the other way counts as inactive or inconclusive.

SMILES	A-T KAP1 phos	p53 reactivation	TRPV1 agonist	ELG1 DNA repair	B2AR arrestin	TCR activator	a7 integrin act	BRCA1 expr up	TSG101-PTAP inh	CXXC DNA block
O=C(CNC(=S)N(Cc1ccccc1)Cc1ccccc1F)NCCc1ccc(Cl)cc1	4.2%	-3.6%	2.2	?	-0.2%	4.6%	-28.7%	-82.4%[inhibitor]	-1.6%	-3.9%
O=C(CCSCCc1ccccn1)Nc1cccc([N+](=O)[O-])c1	7.4%	2.0%	3.9	10.1%	0.1%	-2.2%	-41.4%	-19.2%	2.4%	-2.2%
O=C(O)c1cccc(NC(=S)NC(=O)c2cncc(Br)c2)c1	.	.	.	.	.	3.9%	19.6%	52.0%	-6.5%	.
Cc1ccc(Sc2c(C)nn(C(=O)c3cccc(S(=O)(=O)N4CCOCC4)c3)c2C)cc1	10.3%	-1.6%	-2.0	-14.1%	2.3%	.	-4.8%[7.66 µM]	-4.3%	-13.8%	0.6%
COc1ccc(Cc2nc3ccc(C(=O)N4CCN(C)C(C)C4)cc3o2)cc1OC (configuration not stated)	-2.8%	6.8%	-0.1	-3.9%	-0.6%	-1.7%	-13.4%	3.6%	-5.5%	-1.5%
CCNC(=O)CC1C(=O)N(c2ccc(F)cc2)C(=S)N1CCc1ccncc1 (configuration not stated)	-13.0%	6.4%	-1.1	4.5%	-0.3%	-0.9%	-32.5%	0.0%	-0.1%	2.6%
Cn1nnnc1Sc1ncnc2scc(-c3cccc(Br)c3)c12	10.0%	-15.1%	.	13µM*	0.2%	1.0%	.	-67.3%	.	.
N#Cc1nc(-c2ccccc2Cl)oc1N1CCN(C(=O)c2ccco2)CC1	2.5%	-10.7%	5.9	-6.3%	0.7%	3.6%	14.3%	17.5%	-10.5%	3.1%
O=C(CCC(=O)c1ccc(F)cc1)Nc1cccc(C(F)(F)F)c1	0.6%	-3.4%	5.3	21.4%	-1.2%	3.4%[46.1 µM]	10.0%	13.9%	-1.5%	3.4%
CC1CCCc2sc3nc(NCc4ccco4)n4ncnc4c3c21 (configuration not stated)	-2.0%	6.3%	14.9	-4.8%	0.0%	2.6%[46.1 µM]	15.0%[1.53 µM]	-4.2%	0.0%	-5.3%
COC(=O)CSc1nnc(C)n1-c1cccc(C#N)c1	15.6%	0.2%	1.8	-1.2%	0.0%	.	4.3%	15.6%	.	-2.7%
Cc1ccccc1OCC(=O)Nc1cccc(N(C)S(C)(=O)=O)c1	3.5%	14.1%	10.1	?	0.5%	-4.6%	2.2%	17.4%	-7.4%	-0.4%
CC(C)OCC(O)CS(=O)(=O)Cc1ccccc1 (configuration not stated)	.	4.3%	5.3	10.7%	-0.1%	8.8%	13.9%	1.5%	-10.8%	-2.2%
FC(F)(F)c1ccc(N=Cc2sc(N3CCOCC3)nc2-c2ccccc2)cc1	-4.7%	18.5%	-3.3	?	4.6%	-0.2%[46.1 µM]	-26.5%	-0.1%	-2.8%	-6.5%
COc1cc(N)c(Cl)cc1C(=O)OCC(=O)NC(=O)NCc1ccco1	-9.0%	8.4%	.	-1.9%	0.1%	1.7%[46.1 µM]	8.0%	18.8%	-1.0%	.
O=C(/C=C/c1ccc([N+](=O)[O-])cc1)NCc1cccnc1	-5.7%	23.0%	-2.3	9.3%	-1.0%	0.0%	15.9%	-12.7%	4.5%	-18.6%
CCOc1ccccc1N1CCN(c2nc3ccccc3nc2C(C#N)C(=O)OC)CC1 (configuration not stated)	-5.1%	-0.7%	25.8	-20.3%	0.4%	-11.2%	13.0%	-17.1%	-1.9%	-4.5%
COc1ccc(NC(=O)CN(C)CC(=O)Nc2cccc(S(=O)(=O)N(C)c3ccccc3)c2)cc1	1.4%	-3.5%	7.2	-26.3%	-0.1%	.	-10.8%	-42.6%	-2.2%	0.0%
O=C(CN1C(=O)c2cccc3cccc1c23)NCc1ccc2c(c1)OCO2	1.3%	-7.0%	2.0	5.5%	-0.1%	.	-31.2%[7.66 µM]	8.9%	-6.8%	-2.6%
O=[N+]([O-])c1ccc(N/N=C\c2cccnc2)nc1	3.0%	3.5%	-2.7	?	-0.5%	-3.1%	?	2.0%	-4.8%	5.4%
CC(Sc1nccn1C)C(=O)c1ccc(Br)cc1 (configuration not stated)	-4.1%	3.8%	1.6	-2.6%	-1.2%	3.9%	7.7%	26.8%	-0.2%	6.7%
Cn1cccc1C(=O)NNC(=O)COc1ccccc1F	-3.2%	?	4.0	?	0.4%	-3.0%	34.1%	12.6µM*	-9.3%	?
C=CCSc1nnc(-c2c[nH]c3ccccc23)n1CC	11.3%	3.7%	2.5	-1.7%	-0.2%	-3.2%	7.7%	50.6%	1.9%	16.8%
O=S(=O)(c1ccc(N=C2NN=C(c3cc(F)ccc3F)CS2)cc1)N1CCOCC1	-7.7%	14.2%	1.4	?	0.1%	-11.5%	-59.0%[inhibitor]	-20.3%	-1.2%	5.8%
Cc1ccc2nc(N3CCN(C(=O)c4cccs4)CC3)c(C#N)cc2c1	6.0%	-2.5%	9.0	-28.8%	-0.3%	11.6%	12.0%	-8.3%	-2.5%	-1.0%
COc1cc(C2C(C(=O)OC(C)C)=C(C)Nc3ncnn32)cc(OC)c1OC (configuration not stated)	-2.6%	-5.8%	3.7	26.3%	-0.2%	15.1%	12.3%	0.1%	-8.8%	5.7%
Cc1ccc(/C=C/C(=O)NCc2cccs2)o1	-9.7%	7.8%	-1.9	?	0.2%	.	-27.0%	39.3%	-1.5%	1.7%
CCC(C)NCCOCCOc1ccc(Cl)c2ccccc12 (configuration not stated)	2.4%	-6.8%	15.8	?	-0.4%	5.2%	-59.7%[inhibitor]	-105.2%[inhibitor]	-1.0%	-2.1%
CCOc1ccc(NC(=O)CSc2nnc(C3CC3)n2N)cc1	-15.9%	3.4%	0.0	10.2%	0.5%	.	-2.8%[7.66 µM]	9.7%	-3.7%	4.7%
CN(C)CCCN(Cc1ccccc1)C(=S)Nc1ccc(SC(F)F)cc1	-9.6%	-2.5%	0.0	-20.6%	0.4%	1.5%	-61.6%[inhibitor]	-22.9%	-2.6%	-0.4%
COc1ccc(-c2cc(C(F)(F)F)nc(N3CCN(c4ccc(F)cc4)CC3)n2)cc1OC	-2.9%	-2.4%	-1.2	-18.4%	0.5%	6.0%	2.5%	-18.0%	-0.3%	16.7%
CCOc1ccc(S(=O)(=O)/N=C(/c2ccccc2)N(C)C)cc1	1.9%[11.5 µM]	4.2%	-1.8	1.0%	0.2%	2.9%	-7.6%	20.8%	-1.6%	10.2%
OC(CN1CCCCCC1)CN(c1ccccc1)c1ccccc1 (configuration not stated)	1.5%	20.9%	8.7	-23.2%	0.0%	-2.8%	-49.6%[inhibitor]	-20.5%	-8.9%	?
O=C(O)c1ccc2c(c1)C(=O)N(c1cc(C(=O)O)ccc1Br)C2=O	3.0%	-2.8%	-1.7	8.2%	-0.1%	-3.8%	-7.2%	-2.8%	-3.7%	-3.6%
O=C(Nc1ccc(C(=O)O)cc1)/C(=C\c1ccc2c(c1)OCO2)NC(=O)c1ccco1	-3.3%	2.3%	-2.6	3.2%	-0.1%	4.3%	-6.6%	-7.2%	-3.0%	-7.2%
Cc1nn(C)c(C)c1S(=O)(=O)N(CC(=O)NCCCN1CC(C)CC(C)C1)c1ccc(C(C)C)cc1 (configuration not stated)	-1.9%	-3.9%	2.0	?	0.3%	2.1%	-4.6%	-13.2%	-7.6%	-1.3%
O=C(CSc1nc(-c2ccc(F)cc2)cc(C(F)(F)F)n1)NCc1cccs1	-5.2%	0.8%	?	13.4%	0.0%	2.3%[46.1 µM]	6.9%	-25.5%	-3.3%	8.1%
O=[N+]([O-])c1ccc(/C=N/Nc2ccccn2)cc1	-3.1%	17.8%	0.2	?	0.0%	7.6%	-30.9%	1.41µM*	0.5%	?
O=C(NCCc1cccs1)c1cccs1	0.7%	?	23.3	?	0.0%	-2.3%	?	6.31µM*	-5.1%	4.6%
Cc1oc(-c2ccccc2F)nc1CN1CCC(C(=O)NC2CCCc3ccccc32)CC1 (configuration not stated)	-8.0%	7.6%	1.6	?	-0.3%	2.0%	-14.4%	-48.9%	-1.2%	2.9%
O=C(Nc1ncccc1Cl)c1cc2ccccc2o1	1.3%	?	0.5	?	0.3%	4.5%	1.0%	-3.4%	-2.9%	-0.9%
Cc1ccc(NC(=O)CCCOc2ccccc2)cc1S(=O)(=O)N1CCOCC1	.	.	26.2	?	-0.2%	-41.9%	17.7%	1.3%	3.0%	.
